# High-throughput results deposited in PubChem by The Scripps Research Institute Molecular Screening Center.
# TEAD-YAP inh: TEAD-YAP interaction inhibition; AID 1259422; HEK-TIYL cells, TEAD-Gal4/YAP UAS-luciferase luminescence; inhibition, % at 9.12 µM; 640,000 tested, 1.4% active; in the data active = inhibition above about 32%;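 also: 0% = median of test compound wells and 100% = reference inhibitor wells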
# MITF primary: inhibitors of human MITF | O75030 | AlphaScreen MITF homodimerization, bead proximity signal | inhibition, % at 2.6 µM | 650,000 tested, 0.91% active | AID 1259374; in the data active = inhibition above about 50%;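 also: 0% = vehicle wells with protein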
# FBW7 activator: activators of human E3 ligase FBW7; 650,000 tested, 0.13% active; AID 1259310; normalized activity (activation), % at 26.1 µM; Q969H0; AlphaScreen FBW7–phospho-cyclin E peptide binding, activator screen; in the data active = normalized activity above about 1.9%;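 also: purified mutant Fbw7 with reduced substrate affinity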
# Target sequence (Q969H0 whole entry, looked up): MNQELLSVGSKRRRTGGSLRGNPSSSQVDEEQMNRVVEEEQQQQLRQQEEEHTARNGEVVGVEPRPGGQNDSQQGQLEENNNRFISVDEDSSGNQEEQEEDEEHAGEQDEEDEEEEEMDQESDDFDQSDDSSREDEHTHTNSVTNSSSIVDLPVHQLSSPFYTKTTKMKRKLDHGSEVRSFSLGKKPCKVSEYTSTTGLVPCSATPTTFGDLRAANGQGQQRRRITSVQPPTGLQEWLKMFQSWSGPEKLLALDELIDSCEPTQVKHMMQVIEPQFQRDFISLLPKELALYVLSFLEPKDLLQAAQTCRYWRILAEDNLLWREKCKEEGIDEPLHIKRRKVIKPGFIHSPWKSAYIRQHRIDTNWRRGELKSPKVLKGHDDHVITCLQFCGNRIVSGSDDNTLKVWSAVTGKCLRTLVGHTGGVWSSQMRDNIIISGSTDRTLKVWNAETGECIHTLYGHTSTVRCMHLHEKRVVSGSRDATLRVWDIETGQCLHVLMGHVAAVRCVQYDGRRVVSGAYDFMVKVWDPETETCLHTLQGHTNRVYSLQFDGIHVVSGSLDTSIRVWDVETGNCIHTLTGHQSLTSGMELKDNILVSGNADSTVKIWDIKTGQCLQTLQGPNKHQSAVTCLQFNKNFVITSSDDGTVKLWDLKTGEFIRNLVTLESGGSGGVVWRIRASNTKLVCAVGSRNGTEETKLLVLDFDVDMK
# GPR151 ag: activates the human receptor GPR151; Q8TDV0; PathHunter beta-arrestin GPR151 cells, luminescence; activation, % at 11.2 µM; 650,000 tested, 1% active; AID 1508602; in the data active = activation above about 4.9%;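 also: 0% = median of compound wells and 100% = cells with positive control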
# Target sequence (Q8TDV0 whole entry, looked up): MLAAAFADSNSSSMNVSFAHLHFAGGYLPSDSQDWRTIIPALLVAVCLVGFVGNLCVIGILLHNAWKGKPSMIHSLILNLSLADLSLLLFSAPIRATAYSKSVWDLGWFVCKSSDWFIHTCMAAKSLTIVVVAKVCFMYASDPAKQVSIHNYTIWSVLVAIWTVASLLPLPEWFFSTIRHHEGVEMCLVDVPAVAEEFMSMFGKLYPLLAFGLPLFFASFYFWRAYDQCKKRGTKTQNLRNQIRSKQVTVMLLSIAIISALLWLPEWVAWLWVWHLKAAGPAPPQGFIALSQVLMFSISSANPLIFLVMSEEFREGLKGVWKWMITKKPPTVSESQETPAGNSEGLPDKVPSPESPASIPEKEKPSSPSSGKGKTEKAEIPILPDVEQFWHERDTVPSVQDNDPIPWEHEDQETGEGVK
# * marks the source's active call; other numbers are inactive results; i = inactive; nt = no result given; & = joins results of further samples. An excerpt; count on the stated rates, not on these rows.
SMILES,TEAD-YAP inh,MITF primary,FBW7 activator,GPR151 ag
Cc1cccc(-n2c(CSc3nc4ccccc4[nH]3)nc3ccccc3c2=O)c1C,-5,3,-0.1,-2.1
Cn1c(O)c(C(=O)c2ccccc2)c(=O)n(C)c1=O,-10,-2,-0.1,0.3
COc1ccc(CN2CC3CC(C2)c2cccc(=O)n2C3)cc1OC (stereo not drawn),-1,3,0.2,1.7
CCN1CCN(Cc2ccc(C)cc2C)CC1,1,6,0.1,-0.8
N#CCCn1cc(C(=O)Nc2ccc(F)cc2)c(-c2ccc([N+](=O)[O-])cc2)n1,18,-7,-0.1,-1.0
CC(C)CN1CCN(Cc2ccccc2F)CC1CCO (stereo not drawn),-4,-11,0.0,-1.7
Cc1ccc(Cl)cc1-n1c(/C=C/c2ccccc2)nc2ccccc2c1=O,-9,11,-0.2,-0.5
CC(C)CN1CC[C@H]2[C@H](CCC(=O)N2Cc2cccnc2)C1,-3,3,-0.1,-0.4
CN1CC2(C(=O)c3ccccc3)CCC(C(=O)c3ccccc3)(C1)C2,3,13,-0.2,0.3
CCOC(=O)/C(SP(=S)(OCC)OCC)=C(/C)Nc1ccccc1N,-57,5,-0.2,-2.0
CN1CCN(c2ccc(C(F)(F)F)cc2[N+](=O)[O-])CC1,-3,1,-0.1,0.0
CCC(=O)c1ccc(OC(=O)N(C)C)cc1,1,15,0.4,-0.2
CCOC(=O)C1=C(C)OC(N)=C(C(=O)OC)C12C(=O)Nc1ccc(Br)cc12 (stereo not drawn),11,i,0.0,-0.3
CCn1cc(C(=O)O)c(=O)c2c(N)c(F)c(N3CCNCC3)c(F)c21,13,16,-0.3,3.3
CCOC(=O)C1=C(C)OC(N)=C(C(=O)OC)C12C(=O)N(C)c1ccccc12 (stereo not drawn),0,2,0.0,0.0
CN1/C(=C/C=C/c2oc3ccccc3[n+]2C)Oc2ccccc21 (tested in a mixture with another compound),79*,3,0.0,0.4
S=C=NCc1ccccc1,-13&9,14&4,0.1&0.0,-0.9&1.3
CCn1c(/C=C/C=C2\N(C)c3ccccc3C2(C)C)[n+](Cc2ccccc2)c2ccccc21,92*,-5,0.0,8.7*
CN(C)C(=O)Oc1ccnc2cc(Cl)ccc12,0,6,0.1,-1.7
CCCCC[C@H]1C(=O)O[C@H](C)[C@H](NC(=O)c2cccc(NC=O)c2O)C(=O)O[C@@H](C)[C@@H]1OC(=O)CC(C)C,52*,-3,0.1,1.9
CCCCC/C=C\C/C=C\C/C=C\C/C=C\CCCC(=O)NCCF,nt,10,nt,0.1
CCC1(CC)OC(c2cccnc2)Nc2ccccc21 (stereo not drawn),-13,15,0.1,-0.4
O=C(Cn1c2c(c(-c3ccccc3Cl)cc1=O)CCC2)N1CCC2(CC1)OCCO2,-7,11,0.0,-2.0
COc1c2c(cc3c1C(O)N(C)CC3)OCO2 (stereo not drawn),1,14,0.2,-0.8
O=C(c1ccc(N2CC3CC(C2)c2cccc(=O)n2C3)c([N+](=O)[O-])c1)N1CCCCCC1 (stereo not drawn),2,4,0.1,1.1
Cc1cc(Cl)ccc1OCCCC(=O)O,6,2,0.0,0.9
COc1cc(/C=C2/C(=O)NC(=O)N(C3CCCCC3)C2=O)cc(OC)c1OC,-2,3,-0.8,-0.2
Cc1sc2c(c1C)C(c1ccc(Cl)cc1)=NCC(=O)N2CC(=O)N1CCOCC1,11,6,0.1,-1.3
c1cncc([C@@H]2CCCCN2)c1,nt,1,0.1,-1.0
CC(C)CCN1CCN(Cc2ccccc2Cl)CC1CCO (stereo not drawn),3,6,0.2,-0.2
CCOc1cc2c(cc1C=C(C#N)C#N)OCO2,-2,0,0.7,1.1
CCN1CCN(c2ccc(N)cc2C)CC1,11,-1,-0.2,0.2
Cc1nc2ccccc2c(=O)n1-c1ccccc1O,5,-4,-0.3,-0.8
Cc1[nH]c2c(C(F)(F)F)cccc2c1CCN,3,1,0.2,-1.1
Cc1ccc(CC2(CCc3ccncc3)C(=O)N(C)C(=O)N(C)C2=O)s1,-14,-18,0.0,-1.5
COC(=O)CN1C(=O)C2(C(C#N)=C(N)OC(C)=C2C(=O)OC(C)C)c2ccccc21 (stereo not drawn),-1,11,0.0,1.4
O=C(COc1ccccc1)N1CCN(Cc2nnnn2-c2ccccc2)CC1,4,5,0.0,0.2
Fc1cccc(CNCCc2c[nH]c3ccccc23)c1,1,5,-0.1,0.3
Cc1ccc2c(c1)C1CN(C)CCC1N2C(=O)NC(C)(C)C (stereo not drawn),-5,0,-0.1,-0.7
Cc1ccc(N)c(C(=O)c2ccc(Br)cc2)c1,4,5,-0.2,0.6
c1ccc(C2=NCCN2P(N2CC2)N2CC2)cc1,0,9,0.0,0.9
COc1ccc(O)c(CN2CCN(Cc3ccc(Cl)cc3)CC2)c1,-7,7,-0.1,-1.5
Fc1ccccc1CCNCc1cccnc1,2,20,-0.8,0.2
Cc1ccn2c(CNC(C)Cc3cccnc3)c(C(=O)N3CCCCCC3)nc2c1 (stereo not drawn),-2,-9,0.0,-0.1
Cc1ccccc1C1=NCC(=O)Nc2sc3c(c21)CCCC3,-3,9,0.2,-0.9
CN1CCN(c2ccc(C#N)cc2[N+](=O)[O-])CC1,-1,-4,-0.1,-0.3
COc1ccc(CCNCc2ccc(Br)o2)cc1,7,32,-0.3,-1.5
c1ccc2[nH]c(CN3CCNCC3)nc2c1,-1,-5,-0.1,-0.7
COc1ccc(CN2CCN(Cc3ccc(Br)cc3)CC2)cc1Br,-3,33,-0.8,0.4
C#CCOc1cccc(C=C2C(=O)NC(=S)NC2=O)c1,0,21,0.2,-0.7
COc1cccc(CN2CCN(C(=O)Cc3ccccn3)[C@@H](C)C2)c1,0,0,0.1,0.1
CCN1CCN(Cc2ccc(N)cc2)CC1,1,0,0.1,-1.0
CN(C)C(=O)Oc1ccc([N+](=O)[O-])cc1,-8,7,0.1,-0.6
O=C1NC(=O)C(=Cc2cc(O)ccc2Br)C(=O)N1,6,-1,-0.2,0.4
CCc1cccc(NC(=O)CN2CC(c3ccccc3)CC2=O)c1 (stereo not drawn),14,13,0.8,2.5
O=C1CCN(C(=O)c2ccc3ccccc3n2)CC1,-1,-2,0.0,0.5
O=C(Nc1ccc(Br)cc1C(=O)c1ccccc1)c1ccc(Cl)s1,1,0,-0.1,0.5
NP(=O)(Oc1ccc(Cl)cc1)Oc1ccc(Cl)cc1,7,16,0.2,6.3*
NNC(=O)c1nnn(-c2nonc2N)c1Cn1cnc([N+](=O)[O-])n1,-1,0,0.0,0.2
O=C(C1c2ccccc2C(=O)N2CCc3ccccc3C12)N1CCC2(CC1)OCCO2 (stereo not drawn),-2,1,0.0,-0.4

# 7 entries from above, arranged by length of the SMILES, largest number first.
SMILES,TEAD-YAP inh,MITF primary,FBW7 activator,GPR151 ag
CCOC(=O)C1=C(C)OC(N)=C(C(=O)OC)C12C(=O)Nc1ccc(Br)cc12 (stereo not drawn),11,i,0.0,-0.3
CC(C)CN1CC[C@H]2[C@H](CCC(=O)N2Cc2cccnc2)C1,-3,3,-0.1,-0.4
COc1ccc(CN2CC3CC(C2)c2cccc(=O)n2C3)cc1OC (stereo not drawn),-1,3,0.2,1.7
NP(=O)(Oc1ccc(Cl)cc1)Oc1ccc(Cl)cc1,7,16,0.2,6.3*
COc1c2c(cc3c1C(O)N(C)CC3)OCO2 (stereo not drawn),1,14,0.2,-0.8
CCN1CCN(c2ccc(N)cc2C)CC1,11,-1,-0.2,0.2
Cc1cc(Cl)ccc1OCCCC(=O)O,6,2,0.0,0.9

# Carrying on:
SMILES,TEAD-YAP inh,MITF primary,FBW7 activator,GPR151 ag
O=C1C2CN3CN(C2)CC1(c1ccccc1)C3,7,21,0.0,-1.0
O=c1c2ccccc2nc(/C=C/c2ccccc2)n1-c1ccccc1F,7,2,0.0,-0.9
O=C(Oc1ccc([N+](=O)[O-])c2cccnc12)c1cccc(S(=O)(=O)N2CCOCC2)c1,6,72*,-1.1,1.1
COc1ccccc1-n1c(-c2ccccc2)nc2ccccc2c1=O,2,-1,0.1,1.7
CN1C(=O)N(C)C2(O)c3ccccc3/C(=N\N=C(N)N)C12O (stereo not drawn),-3,3,-0.2,-0.5
C=CCNC(=O)c1c(N)n(CCCCCC)c2nc3ccccc3nc12,5,5,0.7,1.8
C=CCN1C(=O)C2(C(C(=O)OCC)=C(N)Oc3ccccc32)C(C(=O)OCC)=C1C (stereo not drawn),4,2,-0.1,-0.6
CC1=CC(=C2C(=O)NC(=S)NC2=O)C=C(C(F)(F)F)N1Cc1ccccc1,52*,-9,0.3,-0.4
Nc1ccc(Cc2ccc(N)cc2)cc1,-6,-2,0.4,-0.6
Cc1nc2ccccc2n1C1CCN(Cc2nnnn2CCc2ccccc2)CC1,-1,3,0.3,1.5
COc1ccc(CC(C)NCCN2CCOCC2)cc1 (stereo not drawn),3,16,1.2,1.6
CCCc1nc2c(Cl)cc(Cl)cc2c(=O)n1-c1ccccc1C(F)(F)F,-8,14,0.1,0.7
C=CCNC(=O)c1cn(Cc2ccccc2)cc(C(=O)N2CCCCC2CC)c1=O (stereo not drawn),4,0,0.0,-0.9
CCc1nc2ccccc2c(=O)n1-c1ccc(O)cc1,5,13,-0.1,-1.5
O=c1c2ccccc2nc(-c2ccccc2)n1-c1cccnc1,11,8,0.2,0.2
O=C(O)c1c2c(nc3ccccc13)CCNC2,-9,-2,0.0,6.9*
O=C1c2ccccc2C(=O)N1CN1CCN(c2ccccc2)CC1,-15,12,0.0,-1.1
O=C(CN1CCCCC1)c1cccc(Br)c1,-4,-6,-0.1,-0.4
O=C1CC(C(=O)N2CCC3(CC2)OCCO3)CN1CCc1ccccc1 (stereo not drawn),1,8,0.1,1.4
CCc1ccccc1N1C(=O)NC(=O)/C(=C\c2cc(C)n(C)c2C)C1=O,11,4,0.1,1.0

# Random excerpt: 5 records from the list.
SMILES,TEAD-YAP inh,MITF primary,FBW7 activator,GPR151 ag
C=CCNC(=O)c1c(N)n(CCCCCC)c2nc3ccccc3nc12,5,5,0.7,1.8
NP(=O)(Oc1ccc(Cl)cc1)Oc1ccc(Cl)cc1,7,16,0.2,6.3*
Cc1ccn2c(CNC(C)Cc3cccnc3)c(C(=O)N3CCCCCC3)nc2c1 (stereo not drawn),-2,-9,0.0,-0.1
CCc1ccccc1N1C(=O)NC(=O)/C(=C\c2cc(C)n(C)c2C)C1=O,11,4,0.1,1.0
CC(C)CN1CC[C@H]2[C@H](CCC(=O)N2Cc2cccnc2)C1,-3,3,-0.1,-0.4

# Results in FBW7 activator and TEAD-YAP inh, for three of the compounds above:
Compound,FBW7 activator,TEAD-YAP inh
CC1=CC(=C2C(=O)NC(=S)NC2=O)C=C(C(F)(F)F)N1Cc1ccccc1,0.3,52*
Nc1ccc(Cc2ccc(N)cc2)cc1,0.4,-6
Cc1nc2ccccc2n1C1CCN(Cc2nnnn2CCc2ccccc2)CC1,0.3,-1

# Continued.
SMILES,TEAD-YAP inh,MITF primary,FBW7 activator,GPR151 ag
CCN1CCN(Cc2ccc3ccccc3c2)CC1,-2,3,0.0,1.3
CCC(C)N1CCN(Cc2cc(OC)c(OC)cc2OC)CC1 (stereo not drawn),-5,64*,-0.3,-1.1
COc1ccc(F)cc1C(=O)C1CCCN(Cc2ccc(O)cc2)C1 (stereo not drawn),-5,4,0.0,-0.7
N#CCC(=O)N1CCN(/C(N)=N/[N+](=O)[O-])CC1,0,9,0.8,4.7
Cc1nn(Cc2ccccc2Cl)c(Cl)c1C(=O)OC(C(=O)NC(N)=O)C(C)C (stereo not drawn),0,-7,0.0,-0.6
Nc1ccc(CCN2CCN(c3cccc(C(F)(F)F)c3)CC2)cc1,14,11,-0.1,1.4
C=CCN1C(=O)/C(=C/c2ccc(OC)cc2OC)C(=O)NC1=S,14,-2,-0.5,1.0
Cc1cccc(C2=NCC(=O)N(CC(=O)N3CCOCC3)c3sccc32)c1,10,-6,0.0,0.3
O=P(Oc1ccccc1)(Oc1ccccc1)OC1C=CS(=O)(=O)C1 (stereo not drawn),5,3,0.8,-0.8
CCCC(C)N1C(=O)CC(=O)NC1=S (stereo not drawn),3,-1,-0.3,1.0
CCN(CC)C(=O)c1ccc(NC(=O)c2ccc([N+](=O)[O-])cc2)cc1,-6,12,0.1,-1.4
CC1=C(C(=O)OC(C)(C)C)C2(C(=O)Nc3ccc(Cl)cc32)C(C#N)=C(N)O1 (stereo not drawn),-7,-6,-0.1,-0.5
COP(=O)(OC)C(NS(=O)(=O)c1ccccc1)C(Cl)(Cl)Cl (stereo not drawn),-2,27,0.1,-1.1
CCCn1nc2ccccc2c1P(=O)(N1CCOCC1)N1CCOCC1,4,7,-0.1,1.5
Cc1cccc(N2C(=O)NC(=O)/C(=C\c3cnc(-c4ccccc4)nc3)C2=O)c1,-6,6,-0.1,1.4
CCOC(=O)C1C2NC(=S)NC1(C)Oc1c(OCC)cccc12 (stereo not drawn),0,-2,0.0,3.4
CC(=O)Nc1ccc([N+](=O)[O-])cc1C(=O)c1ccccc1,-6,20,0.1,-0.4
COc1cc(/C=C2\C(=O)NC(=O)N(C)C2=O)cc(Br)c1O,3,11,-0.4,0.2
CCn1c(=O)n(CC(=O)N2CCC3(CC2)OCCO3)c(=O)c2ccccc21,4,7,0.0,-0.7
O=[N+]([O-])c1ccc(O)c(CN2CCN(Cc3ccccc3)CC2)c1,-5,-13,0.0,-0.8
Cc1ccc(-n2c(/C=C/c3ccco3)nc3ccccc3c2=O)cc1,1,12,0.4,1.1
CN1CCN(c2ccc([N+](=O)[O-])c(N3CCCCC3)c2)CC1,21,10,0.5,-0.9
Nc1c([N+](=O)[O-])c(N)c2[nH]c(=O)[nH]c2c1[N+](=O)[O-],8,8,1.0,-0.4
CCN(CC)CCN(C)C(=O)C(O)(c1ccccc1)c1ccccc1,-1,14,0.7,1.1
COc1ccc(N2C3=[N+](CCCC3)CC2(O)c2ccccc2)cc1 (stereo not drawn),-2,-3,-0.2,-0.2
